# p53null 39C kill = qHTS Screen for Compounds that Selectively Target Cancer Cells with p53 Mutations: Cytotoxicity of p53 Null Cells at the Nonpermissive Temperature. 55,000 compounds, 0.97% hits. Potency, µM (series often up to 46.1 µM), for the others: at the top dose activity, negative = cell killing, hits mostly cytotoxic. AID 904, 2007. H1299 p53-null (neo) cells, 39C, ATPlite viability, 24 h;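 further: potency means the concentration at half of the fitted maximal effect; 0% = DMSO only and -100% = full killing by 100 µM tamoxifen; nearly all actives have a fitted effect of over 50% in size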
#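 Luminescent ATP signal reported cell survival after H1299 lines (neo, p53 null; or p53 A138V) received up to 46 uM compound and 24 hr incubation at 39C.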
# PTAP-TSG101 blk = qHTS Validation Assay for Inhibitors of HIV-1 Budding by Blocking the Interaction of PTAP/TSG101: Sytravon Library Screen. Fluorescence polarization, FITC-PTAP peptide/Tsg101, 20 min. AID 1347069, 2019. Tumor susceptibility gene 101 protein (Homo sapiens), Q99816. 44,000 tested, under 10 active. Potency, µM (top dose mostly 115 µM), inactives show top-dose activity change, negative = inhibition, usual class: inhibitors; further: potency means the concentration at half of the fitted maximal effect; 0% is about no effect
# Target sequence (Q99816 whole entry, looked up): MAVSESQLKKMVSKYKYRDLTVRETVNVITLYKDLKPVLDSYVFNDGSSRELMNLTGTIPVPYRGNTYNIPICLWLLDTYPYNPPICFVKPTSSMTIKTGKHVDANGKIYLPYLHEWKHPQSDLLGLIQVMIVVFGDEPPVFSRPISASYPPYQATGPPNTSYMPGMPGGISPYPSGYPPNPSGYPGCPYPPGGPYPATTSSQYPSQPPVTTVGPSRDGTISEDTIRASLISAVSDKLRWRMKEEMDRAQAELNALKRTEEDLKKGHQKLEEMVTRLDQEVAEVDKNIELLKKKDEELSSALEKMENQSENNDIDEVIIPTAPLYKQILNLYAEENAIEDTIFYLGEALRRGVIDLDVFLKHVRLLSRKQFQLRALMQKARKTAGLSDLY
#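 Steps: Tsg101 binding domain (10 uM final) in HEPES pH 7.5/NaCl/Tween 20/EDTA/TCEP; add compound; add FITC-PTAP peptide (50 nM final); incubate 20 min r.t.; read polarization.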
# FH mod = Identification of activators of human fumarate hydratase by quantitative high-throughput screening; Fumarate hydratase, mitochondrial (Homo sapiens), P07954; FH coupled MDH/diaphorase resazurin fluorescence, 15 min; Potency, µM (doses to about 79.9 µM), without a hit: at the top dose activity change, negative = inhibition, usual class: inhibitors; 54,000 compounds, 0.22% hits; further: potency means the concentration at half of the fitted maximal effect; on the % scale 0 is the no-effect control and ±100 the full control effect; the screen sought activators but most active calls are inhibition curves; nearly all actives have a fitted effect of over 45% in size
# p53null 32C kill = qHTS Screen for Compounds that Selectively Target Cancer Cells with p53 Mutations: Cytotoxicity of p53 Null Cells at the Permissive Temperature; H1299-neo p53 null cells, ATP luminescence, 24 h, 32C; Potency, µM (top dose mostly 46.1 µM), inactives show top-dose activity change, negative = cytotoxicity, most hits filed as cytotoxic; 55,000 compounds, 0.62% hits;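 further: potency means the concentration at half of the fitted maximal effect; 0% = DMSO only and -100% = full killing by 100 µM tamoxifen; nearly all actives have a fitted effect of over 55% in size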
#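 Cytotoxicity: H1299-neo (no p53), 32C, 24 h treatment. Concentrations up to 46 uM. Readout cellular ATP, luminescence. Normalization to DMSO basal and tamoxifen 100 uM maximal kill.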
# B2AR arrestin ag = qHTS assay of beta-arrestin-biased ligands of beta2-adrenergic receptor: NCGC Sytravon Library Screen; HTLA Tango cells, beta-arrestin recruitment, luciferase luminescence, 18 h; Potency, µM (series often up to 46.1 µM), for inactives: at the highest dose activation, usual class: activators; 44,000 tested, under 10 active;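 further: potency means the concentration at half of the fitted maximal effect; 0% = DMSO and full agonism = EC100 isoproterenol or metaproterenol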
# Target sequence (P07550 whole entry, looked up): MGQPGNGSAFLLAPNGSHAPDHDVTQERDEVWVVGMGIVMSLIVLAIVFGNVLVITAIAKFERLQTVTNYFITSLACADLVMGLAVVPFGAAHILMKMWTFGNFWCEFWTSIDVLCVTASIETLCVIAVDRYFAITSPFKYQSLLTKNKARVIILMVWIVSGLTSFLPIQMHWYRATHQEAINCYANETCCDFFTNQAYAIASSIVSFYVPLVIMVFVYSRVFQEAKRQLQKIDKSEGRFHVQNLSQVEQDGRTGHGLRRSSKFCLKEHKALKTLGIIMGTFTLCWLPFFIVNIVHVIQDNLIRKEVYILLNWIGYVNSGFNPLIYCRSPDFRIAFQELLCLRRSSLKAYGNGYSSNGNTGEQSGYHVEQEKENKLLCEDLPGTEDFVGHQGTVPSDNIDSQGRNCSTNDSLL
#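 Tango cells expressing recombinant beta2-AR and beta-arrestin were treated with compounds (up to 46 microM titration) in DMEM with 1% FBS for 18 hr at 37 degrees C. Beta-arrestin recruitment drove tTA-dependent luciferase, read by luminescence; curves were fitted and classed.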
# NTMT1 inhibitor = Primary qHTS for Inhibitors of N-terminal methyltransferase 1 (NTMT1): MTaseGlo Assay | NTMT1 MTase-Glo SAH luminescence, purified enzyme | N-terminal Xaa-Pro-Lys N-methyltransferase 1 (Homo sapiens), Q9BV86 | Potency, µM (doses to about 114 µM), for the others: at the highest dose activity change, negative = inhibition, actives largely listed as inhibitors | 59,000 compounds, 2.5% hits;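 further: potency means the concentration at half of the fitted maximal effect; plate controls were DMSO vehicle for no effect and no enzyme for full effect; nearly all actives have a fitted effect of over 65% in size; many of its hits are not listed in these tables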
# Target sequence (Q9BV86 whole entry, looked up): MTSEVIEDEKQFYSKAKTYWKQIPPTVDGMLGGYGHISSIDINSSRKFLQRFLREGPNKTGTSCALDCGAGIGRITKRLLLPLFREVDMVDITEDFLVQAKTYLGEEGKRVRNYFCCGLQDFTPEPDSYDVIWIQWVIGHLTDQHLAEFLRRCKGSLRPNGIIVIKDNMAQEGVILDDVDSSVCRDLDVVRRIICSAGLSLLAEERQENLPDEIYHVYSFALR
# GALK inhibitor = qHTS Assay for Inhibitors of Human Galactokinase (GALK): NCGC Sytravon Library Screen; P51570; recombinant GALK, Kinase-Glo ATP luminescence, 1 h; Potency, µM (highest dose often 57.5 µM), for inactives: at the top dose activity, negative = inhibition, usual class: inhibitors; 44,000 tested, under 10 active; AID 1347072, 2019;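 further: plate controls were full GALK reaction for no effect and reaction lacking GALK for full effect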
#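 5 nM GALK; 35 uM ATP; 100 uM D-galactose; 20 mM HEPES pH 8.0, 5 mM MgCl2, 60 mM NaCl, 1 mM DTT, 0.01% BSA; 1 h RT; Kinase-Glo Plus luminescence.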
# Starred values were filed as active, the others as inactive; ? = inconclusive; nt = not tested or not shown; [ ] = remark or other dose. The call rests on the fitted dose curve; in most records, active means well fitted curve in the direction sought with a large enough effect; inconclusive means small, poorly fitted or top-dose-only effect, or another doubt; inactive means no such curve, though single readings can be large; an effect the other way counts as inactive or inconclusive. Not all compounds are listed; rates above refer to the full screens.
SMILES,p53null 39C kill,PTAP-TSG101 blk,FH mod,p53null 32C kill,B2AR arrestin ag,NTMT1 inhibitor,GALK inhibitor
CCOC(=O)c1ccc(NC(=O)CSc2nc3c(c(=O)[nH]2)CN(Cc2ccccc2)CC3)cc1,-8%,-3%,?,2%,-2%,-24%,0%
CCN(CC)c1nc(-c2ccccc2Cl)c2cc(Br)ccc2n1,16%,-2%,-19%,2%,?,8%,0%
CCc1ccc(-n2c(=O)c3sc4ccccc4c3n(CC(=O)N3CCCC3)c2=O)cc1,-13%,-3%,-1%,?,0%,3%,-1%
CCC(=O)N1CCc2cc(S(=O)(=O)NCCC(=O)Nc3ccc(CC)cc3)ccc21,-3%,1%,-6%,7%,1%,-21%,-2%
O=C1CN(C(=O)c2ccc(S(=O)(=O)N3CCCC3)cc2)C(c2ccc(F)cc2)c2cc(F)ccc2N1 (stereo unspecified),3%,-8%,-7%,-1%,-2%,-14%,-2%
CCC(C)NC(=O)CSc1nc2n[nH]c(C)c2c(=N)n1-c1ccc(C)c(Cl)c1 (stereo unspecified),22%,3%,-13%,3%,5%,-1%,-1%
CC(=O)c1cccc(NC(=O)c2noc3c2CC(C)CC3)c1 (stereo unspecified),21%,-3%,-1%,-24%,-1%,-18%,1%
Cc1ccc(Cl)cc1N1CCN(C(=O)C2CCN(S(=O)(=O)c3cccc4nonc34)CC2)CC1,3%,8%,-10%,17%,1%,-5%,2%
CCn1cc(C(=O)NCc2ccccc2Cl)c(=O)c2cc(S(=O)(=O)N3CCCCC3)ccc21,0%,-1%,-5%,2%,0%,-5%,0%
COc1cccc(CNC(=O)C2CCN(c3nn4c(=O)cc(C)nc4s3)CC2)c1,-15%,0%,0%,9%,-4%,-3%,-2%
O=C(NCCc1csc(-c2ccc(C(F)(F)F)cc2)n1)C(=O)Nc1cc(F)ccc1F,40%[activator],-4%,9%,0%,1%,-1%,0%
COc1cc(OC)c(NC(=O)COCc2cc(-c3cccs3)on2)cc1Cl,-17%,0%,-6%,-4%,-1%,7%,-1%
Cc1c2cnn(-c3ccccc3)c(=O)c2c(C)n1CC(=O)Nc1ccccc1Br,-28%,-1%,-2%,-12%,-3%,-3%,0%
CCC1CCCCN1C(=O)Cn1c(=O)n(-c2ccc(Cl)c(Cl)c2)c(=O)c2c(C)c(C(=O)N(C)C)sc21 (stereo unspecified),12%,-1%,-3%,4%,-1%,?,-1%
Cc1ccc(NC(=O)CSCc2cnn(-c3ccccc3)c2-n2cccc2)c(C)c1,49%[activator],-1%,-17%,41%[activator],0%,4%,1%
Cc1nn(-c2ccccc2)c(OC(=O)c2ccc(Cl)cc2)c1S(=O)(=O)c1ccccc1,5%,-4%,-19%,-3%,0%,28%,0%
COC(=O)c1c(NC(=O)C2c3ccccc3Oc3ccccc32)sc2c1CCC(C)C2 (stereo unspecified),0%,-9%,nt,-7%,0%,nt,3%
CN(C)c1ccc(C(CNS(=O)(=O)c2ccc(Br)cc2)N2CCCC2)cc1 (stereo unspecified),-4%,-7%,6%,-5%,0%,?,-3%
COc1ccc(OC)c(Nc2c3c(nc4ccccc24)CCC3)c1,?,-2%,-7%,-22%,1%,-13%,1%
O=C(CN1CCN(Cc2ccc(Cl)cc2)C1=O)NCc1ccc(F)cc1,-4%,2%,1%,-6%,-2%,10%,1%
CC(C)c1ccc(NC(=O)c2cccn2-c2nnc(N3CCCCC3)s2)cc1,32%[activator],-6%,?,-3%,3%,-10%,-1%
CC(C)(C)C(=O)Nc1ccc(-c2nc3ccccc3s2)cc1,0.63µM*,-2%,2%,0.5µM*,-4%,?,1%
CCOc1ccc(NC(=O)c2c(NCc3cccs3)sc3c2CCC(C)C3)cc1 (stereo unspecified),2%,-6%,-11%,19%,2%,10%,0%
COc1cc(NC(=O)C2CCN(c3nc4ccccc4nc3C(F)(F)F)CC2)cc(OC)c1,-5%,1%,2%,0%,1%,16%,0%
COc1ccc(Cl)cc1NC(=O)C1CCN(c2ncnc3c2nc2n3CCCCC2)CC1,-13%,-3%,8%,-4%,1%,2%,1%

# Sorted by length of the SMILES (ascending): part of the list above.
SMILES,p53null 39C kill,PTAP-TSG101 blk,FH mod,p53null 32C kill,B2AR arrestin ag,NTMT1 inhibitor,GALK inhibitor
CCN(CC)c1nc(-c2ccccc2Cl)c2cc(Br)ccc2n1,16%,-2%,-19%,2%,?,8%,0%
O=C(CN1CCN(Cc2ccc(Cl)cc2)C1=O)NCc1ccc(F)cc1,-4%,2%,1%,-6%,-2%,10%,1%
CCOc1ccc(NC(=O)c2c(NCc3cccs3)sc3c2CCC(C)C3)cc1 (stereo unspecified),2%,-6%,-11%,19%,2%,10%,0%
CN(C)c1ccc(C(CNS(=O)(=O)c2ccc(Br)cc2)N2CCCC2)cc1 (stereo unspecified),-4%,-7%,6%,-5%,0%,?,-3%
COc1cccc(CNC(=O)C2CCN(c3nn4c(=O)cc(C)nc4s3)CC2)c1,-15%,0%,0%,9%,-4%,-3%,-2%
COc1ccc(Cl)cc1NC(=O)C1CCN(c2ncnc3c2nc2n3CCCCC2)CC1,-13%,-3%,8%,-4%,1%,2%,1%
COC(=O)c1c(NC(=O)C2c3ccccc3Oc3ccccc32)sc2c1CCC(C)C2 (stereo unspecified),0%,-9%,nt,-7%,0%,nt,3%
CCC(=O)N1CCc2cc(S(=O)(=O)NCCC(=O)Nc3ccc(CC)cc3)ccc21,-3%,1%,-6%,7%,1%,-21%,-2%
COc1cc(NC(=O)C2CCN(c3nc4ccccc4nc3C(F)(F)F)CC2)cc(OC)c1,-5%,1%,2%,0%,1%,16%,0%
Cc1nn(-c2ccccc2)c(OC(=O)c2ccc(Cl)cc2)c1S(=O)(=O)c1ccccc1,5%,-4%,-19%,-3%,0%,28%,0%
CCn1cc(C(=O)NCc2ccccc2Cl)c(=O)c2cc(S(=O)(=O)N3CCCCC3)ccc21,0%,-1%,-5%,2%,0%,-5%,0%
O=C1CN(C(=O)c2ccc(S(=O)(=O)N3CCCC3)cc2)C(c2ccc(F)cc2)c2cc(F)ccc2N1 (stereo unspecified),3%,-8%,-7%,-1%,-2%,-14%,-2%

# Further entries
SMILES,p53null 39C kill,PTAP-TSG101 blk,FH mod,p53null 32C kill,B2AR arrestin ag,NTMT1 inhibitor,GALK inhibitor
Cc1ccc(NC(=O)COc2ccc(-c3nn(C)c(=O)c4ccccc34)cc2)c(C)c1,-12%,-4%,-13%,-1%,-2%,-5%,1%
CN1C(=O)Cc2cc(S(=O)(=O)NCc3ccccc3Cl)ccc21,-3%,2%,-8%,1%,-1%,16%,-2%
CCOC(=O)c1c(S(=O)(=O)N2CCC(C(=O)Nc3ccc(OCC)cc3)CC2)c(C)n(C)c1C,27%,-8%,2%,-5%,-2%,23%,-1%
COc1ccc(CCNC(=O)c2cc(=O)c3c(C)cc(C)cc3o2)cc1OC,-10%,-3%,0%,0%,0%,16%,-12%
CCOC(=O)c1c(C)oc2nc(C)nc(Nc3ccc(C)c(Cl)c3)c12,2%,0%,-10%,2%,0%,7%,1%
CCOc1ccccc1-c1nc(Cn2c(=O)cc(C)c3c(C)nn(-c4ccccc4)c32)c(C)o1,-2%,-2%,7%,3%,0%,-6%,-2%
Cc1ccccc1Cn1cc(CCC(=O)NC(C)c2ccccc2)c2ccccc21 (stereo unspecified),?,-4%,-5%,-8%,1%,5%,-9%
Cc1cc(C)c2c(NC(=O)c3ccccc3Cl)c(C(=O)NCc3ccc(Cl)cc3)sc2n1,?,4%,0%,?,1%,?,-13%
Cc1cc(C)c2c(n1)SCC(=O)N2CC(=O)Nc1cccc(C)c1C,?,-3%,0%,15%,-3%,-2%,-4%
CC(C)(C)c1ccc(C(=O)N2CCN(Cc3cc(=O)n4nc(-c5ccccc5F)sc4n3)CC2)cc1,-4%,0%,-5%,7%,9%,1%,-1%
O=C(CCCCn1c(=O)c2ccccc2n(CC(=O)Nc2ccccc2)c1=O)NCc1ccccc1Cl,13%,-2%,-2%,2%,1%,6%,5%
COc1ccc(NC(=O)CCc2c(C)nc3c(c2C)c(=O)n(C)c(=O)n3C)c(OC)c1,0%,-2%,-7%,-3%,1%,-13%,9%
Cc1ccccc1C(=O)Nc1cccc(OCc2cc(=O)n3cccc(C)c3n2)c1,-25%,1%,-11%,-6%,1%,5%,-2%
Cc1cccc(-c2nc(SCCCOc3ccccc3Cl)n3[nH]c(=O)cc3n2)c1,-3%,-1%,?,-8%,1%,4%,-8%
CCc1c(C)sc(NC(=O)C2c3ccccc3Oc3ccccc32)c1C(=O)OC(C)C,17%,2%,-8%,-4%,1%,3%,0%
Cc1nc2ccn(Cc3cccs3)c(=O)c2cc1C(=O)N1CCN(c2ccccc2F)CC1,7%,1%,nt,6%,0%,nt,-2%
CC(C)c1nnc(N2C(=O)c3oc4ccccc4c(=O)c3C2c2cccc(O)c2)s1 (stereo unspecified),-16%,-3%,-7%,-1%,-1%,-3%,4%
CCc1ccc(C2=NN(CCC(=O)NCCc3ccc(OC)c(OC)c3)C(=O)CC2)cc1,-13%,0%,-19%,14%,7%,-5%,0%
COc1cc(-c2noc(-c3ccc(NCc4ccccc4)c([N+](=O)[O-])c3)n2)cc(OC)c1OC,?,-6%,-6%,?,-3%,10%,2%
O=S(=O)(Nc1nc2ccccc2nc1Nc1ccccc1Br)c1ccccc1,16%,1%,-8%,-9%,-2%,10%,4%
O=C(c1ccc(CS(=O)c2ccccc2Cl)o1)N1CCN(c2ccccc2F)CC1 (stereo unspecified),-3%,0%,-8%,-5%,1%,-3%,1%
